# Source: PubChem BioAssay
# OPRM1-OPRD1 ag = agonists of OPRM1-OPRD1 heterodimerization, primary screen, cell-based, luminescence; activation, % at 9.3 µM; AID 504326, 2011; Mu-type opioid receptor (Homo sapiens) + Delta-type opioid receptor (Homo sapiens), …; cells; hit rate 0.3% among 340,000; in the data active = activation above about 18%;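 also: 0% = vehicle-treated cells and 100% = reference agonist; values of inactives mirror those of a sister screen read the other way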
# PKA-R2B activ = activators of PKA-R2B holoenzyme, primary screen, biochemical, fluorescence polarization, Cy5-IP20, human | activation, % at 11.4 µM | PKA-R2B holoenzyme dissociation; R2B truncated from residue 108, S112A mutant; 0% DMSO only, 100% 113 µM cGMP | hit rate 0.079% among 340,000 | cAMP-dependent protein kinase catalytic subunit beta (Homo sapiens) + cAMP-dependent …;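 active = activation above a cutoff set at the mean over all compounds plus 3 SD, cut at about 18% in these data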;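 also: higher means more holoenzyme dissociation and a rise in polarization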
# HTR5A ag ctr = HTR5A agonists in luminescence cell assay, primary screen, counter-screen for OPRM1-OPRD1 heterodimer agonist project, full-deck HTS; cell-based; activation, % at 9.3 µM; hit rate 0.61% among 340,000; AID 504692, 2011; in the data active = activation mostly above about 9.5%, no sharp cut-off; inactive = mostly below about 7.6%;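 also: 0% = cells with vehicle only and 100% = reference agonist; strong numbers were not always called active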
# Target sequence (P47898 whole entry, looked up): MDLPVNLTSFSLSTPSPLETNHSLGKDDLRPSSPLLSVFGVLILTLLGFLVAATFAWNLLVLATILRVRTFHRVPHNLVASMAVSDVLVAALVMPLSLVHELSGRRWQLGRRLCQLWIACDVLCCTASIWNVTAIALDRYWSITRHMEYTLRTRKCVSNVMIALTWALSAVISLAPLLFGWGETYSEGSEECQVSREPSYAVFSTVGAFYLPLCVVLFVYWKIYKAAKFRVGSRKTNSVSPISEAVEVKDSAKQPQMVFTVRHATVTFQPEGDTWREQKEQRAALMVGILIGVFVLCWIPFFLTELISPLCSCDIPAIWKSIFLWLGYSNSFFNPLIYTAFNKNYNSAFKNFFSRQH
# DAGLB inhibitor = DAGLB lipase inhibitors, primary screen, biochemical, fluorescence, HTS. Diacylglycerol lipase-beta (Homo sapiens), Q8NCG7. HEK293T DAGLB membrane lysate, EnzChek fluorogenic substrate. inhibition, % at 5.17 µM. hit rate 0.059% among 340,000; in the data active = inhibition above about 34%;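 also: 0% = enzyme with vehicle and 100% = wells lacking enzyme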
# Target sequence (Q8NCG7 whole entry, looked up): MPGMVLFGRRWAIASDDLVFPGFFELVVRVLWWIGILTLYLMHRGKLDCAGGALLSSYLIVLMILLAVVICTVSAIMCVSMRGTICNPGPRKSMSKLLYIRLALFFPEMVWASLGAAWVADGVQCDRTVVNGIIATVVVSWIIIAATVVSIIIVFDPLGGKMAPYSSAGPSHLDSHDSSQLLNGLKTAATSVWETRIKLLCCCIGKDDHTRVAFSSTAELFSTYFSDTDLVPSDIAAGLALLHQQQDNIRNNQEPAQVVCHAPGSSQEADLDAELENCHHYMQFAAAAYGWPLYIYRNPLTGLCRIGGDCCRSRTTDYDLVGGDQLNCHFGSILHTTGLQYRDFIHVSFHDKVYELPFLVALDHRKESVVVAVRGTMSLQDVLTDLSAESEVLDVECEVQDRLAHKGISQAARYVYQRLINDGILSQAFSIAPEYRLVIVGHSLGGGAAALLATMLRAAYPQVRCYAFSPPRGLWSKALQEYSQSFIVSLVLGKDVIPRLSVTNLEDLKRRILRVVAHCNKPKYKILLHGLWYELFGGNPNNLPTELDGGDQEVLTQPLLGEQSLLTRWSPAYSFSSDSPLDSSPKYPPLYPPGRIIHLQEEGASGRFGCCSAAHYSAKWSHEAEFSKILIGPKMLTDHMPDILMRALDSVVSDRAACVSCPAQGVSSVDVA
# PKA-R1A activ = activators of PKA-R1A holoenzyme, primary screen, biochemical, fluorescence polarization, Cy5-IP20, bovine R1A, mouse PKAc. activation, % at 11.4 µM. PKA-R1A dissociation; scaled: DMSO 0%, 113 µM cGMP 100%. hit rate 0.083% among 340,000. cAMP-dependent protein kinase type I-alpha regulatory subunit (Bos taurus) + …;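 active = percent activation above the mean of all tested compounds plus 3 SD, cut at about 19% in these data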;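 also: higher means more PKAc released from R1A so a rise in polarization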
# Arrestin-AP2 inh = inhibitors of beta-arrestin/AP2 binding, primary screen, biochemical, GPCR trafficking, flow cytometry. FITC-arrestin peptide / GST-AP2 beads; AP2 beta2 appendage carries R879A mutation. inhibition, % at 10 µM. hit rate 0.31% among 340,000. AID 504490, 2011;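 active = inhibition above a set limit, near 3 SD of compounds lacking own fluorescence, cut at about 54% in these data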;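 also: plate controls were DMSO wells for no effect and 5 µM unlabelled arrestin peptide for full effect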
#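 System: GST-AP2 R879A glutathione beads. Medium: PBS with 0.05% Tween 20 and 0.1% BSA. Also added: FITC-arrestin peptide, 50 nM. Incubation: 12 min plus 1 h, RT. Measured by: high-throughput flow cytometry of beads, ex 488, em 535 nm. Evaluation: percent drop in bead-associated FITC signal.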
# OPRM1-OPRD1 inv = inverse agonists of MOR-DOR heterodimerization, primary screen, cell-based, luminescence; hit rate 0.21% among 340,000; Mu-type opioid receptor (Homo sapiens) + Delta-type opioid receptor (Homo sapiens), …; cell-based MOR-DOR heterodimer luminescence, inverse agonism; inhibition, % at 9.3 µM; AID 504357, 2011; in the data active = inhibition above about 22%, passing the limit was not always enough;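 also: 0% = cells with DMSO and 100% = wells without cells with DMSO; values of inactives mirror those of a sister screen read the other way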
# HTR5A inv ag = HTR5A inverse agonists in luminescence cell assay, primary screen, counter-screen for OPRM1-OPRD1 heterodimer inverse agonist project, full-deck HTS; 5-hydroxytryptamine receptor 5A (Homo sapiens), P47898; HTR5A cell line, inverse agonism; inhibition, % at 9.3 µM; hit rate 0.083% among 340,000; in the data active = inhibition mostly above about 23%, no sharp cut-off; inactive = mostly below about 18%;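 also: 0% = cells with DMSO and 100% = no-cell wells with DMSO; some compounds called inactive have numbers as strong as hits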
# DSG3 Ab inh = inhibitors of pemphigus antibody binding to DSG3, primary screen, biochemical, bead-based, flow cytometry, scFv-GFP; Desmoglein-3 (Homo sapiens), P32926; DSG3-coupled beads, scFv-anti-DSG3-GFP binding; hits give low values; binding (percent of control), % at 10 µM; hit rate 0.48% among 310,000; AID 588358, 2011;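 active = binding more than 3 SD below its plate's average and above zero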;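 also: hits lower antibody fragment binding to DSG3; some compounds called inactive have numbers as strong as hits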
# V-ATPase pH = regulators of yeast V-ATPase proton pumping, primary screen, pHLuorin cytosolic pH fluorescence; hit rate 0.37% among 350,000; response, % at 10 µM; S. cerevisiae; in the data active = response mostly above about 7.3%, no sharp cut-off; inactive = mostly below about 5.4%; also: actives read high; inactives centre near 0; some compounds called inactive have numbers as strong as hits; reference of the scale not given here
# * = called active by the depositor; nt = not tested or not shown. Outcome played no part in choosing rows; overall some 2.4% were active at least once.
SMILES,OPRM1-OPRD1 ag,PKA-R2B activ,HTR5A ag ctr,DAGLB inhibitor,PKA-R1A activ,Arrestin-AP2 inh,OPRM1-OPRD1 inv,HTR5A inv ag,DSG3 Ab inh,V-ATPase pH
COc1cccc(CN(C)C(=O)C(CCSC)NS(=O)(=O)c2ccc3c(c2)OCCO3)c1OC (configuration not stated),0.6,-7.3,2.4,2.4,-4.2,-4.8,-3.1,-6.6,105.1,-1.4
C/C(=N\NC(=O)C1CC1)c1ccccc1O,-1.8,-0.5,-1.7,0.4,-14.6,15.4,8.8,4.7,117.6,-3.5
Cc1ccc(SC(C)C(=O)Nc2cccc(N(C)S(C)(=O)=O)c2)cc1 (configuration not stated),-1.6,6.3,-1.2,0.4,-1.1,-8.8,8.7,-6.6,98.5,-4.5
CN1CCN(C(=O)c2cc3c(C(F)(F)F)nn(C)c3s2)CC1,-1.5,4.8,-2.8,-1.8,-11.6,30.2,9.1,-2.4,95.2,-2.2
O=C(COc1ccccc1)NC(NC(=S)Nc1ccccc1C(=O)O)C(Cl)(Cl)Cl (configuration not stated),-0.8,-3.0,5.3,-1.1,-10.4,-2.9,4.5,-1.1,103.1,-5.7
CC(C)C[C@H]1COCCS(=O)(=O)N1Cc1cccc(Cl)c1,3.7,7.4,1.7,-3.8,-10.3,2.2,-20.4,-11.9,105.2,0.8
O=C(CCCCn1c(=O)[nH]c2ccsc2c1=O)NCc1ccc2c(c1)OCO2,-1.9,-4.9,1.3,3.7,-13.9,6.7,10.3,-24.0,109.2,0.8
CCCCNC(=O)CCC(=O)Nc1ccc2nc(N3CCCCC3)cc(C)c2c1,-0.6,6.5,0.1,-9.2,5.6,3.0,3.1,2.3,96.7,-3.4
Cc1cc(C)c(NC(=O)CCCOC(=O)C2=COCCO2)c(C)c1,-3.2,8.1,5.7,-2.4,-5.0,5.7,18.2,-14.5,109.4,5.2
Cc1csc(=O)n1CC(=O)OCC(=O)NNC(=O)c1ccc(Cl)cc1,-2.8,-10.3,3.8,-3.2,0.3,3.0,10.4,13.3,98.2,0.5
O=C(COC(=O)Cc1c[nH]c2ccccc12)NCCc1ccccc1,-2.3,0.4,-1.1,-4.1,-5.0,-2.3,12.4,-30.1,91.9,-0.6
CCCCCn1c(=O)c(F)cn(Cc2ccc(OC)c([N+](=O)[O-])c2)c1=O,1.4,-6.4,1.7,-2.4,-5.6,-7.6,-7.3,-5.3,nt,-1.2
Cc1nc(N2CCNCC2)c2c3c(sc2n1)CCCC3,-2.1,-0.3,2.7,-0.1,4.4,18.4,10.6,-10.3,122.3,3.6
NS(=O)(=O)c1ccc(CNC(=O)c2ccc(Cl)cc2[N+](=O)[O-])cc1,0.8,3.1,5.6,0.6,-2.9,26.4,-4.3,-20.3,99.1,-0.3
CCc1ccc(C(C)NC(=O)c2cccs2)cc1 (configuration not stated),0.3,0.1,5.8,-7.1,4.9,-7.7,-1.5,-22.9,109.5,-4.3
O=C(NCc1ccccc1Cl)c1cccc(OC2CCN(C(=O)C3CC3)CC2)c1,-0.4,6.1,2.4,2.4,1.1,5.4,2.2,7.5,99.8,0.0
C=CCNc1nnc(SC2CC(=O)N(c3ccc(OC)cc3)C2=O)s1 (configuration not stated),0.3,12.1,-4.8,0.4,8.0,26.5,-1.4,-10.7,100.8,-2.0
CCOC(=O)c1cc(-c2ccccc2)sc1N,5.1,-10.0,7.3,-1.7,-4.5,-0.8,-30.2,-0.4,102.8,3.2
O=C(N/N=C/c1cccc(F)c1)NC1CCCCC1,5.7,13.0,2.1,-2.1,1.5,10.3,-41.0,10.2,97.5,-2.0
O=C(Nc1cnc2ccccc2c1)N1CCCCC1,-1.4,5.3,0.2,1.1,-13.5,0.0,8.2,-0.6,100.3,-1.3

# An excerpt from above, reduced to Arrestin-AP2 inh and HTR5A ag ctr:
Structure	Arrestin-AP2 inh	HTR5A ag ctr
Cc1csc(=O)n1CC(=O)OCC(=O)NNC(=O)c1ccc(Cl)cc1	3.0	3.8
C=CCNc1nnc(SC2CC(=O)N(c3ccc(OC)cc3)C2=O)s1 (configuration not stated)	26.5	-4.8

# The listing continues.
SMILES,OPRM1-OPRD1 ag,PKA-R2B activ,HTR5A ag ctr,DAGLB inhibitor,PKA-R1A activ,Arrestin-AP2 inh,OPRM1-OPRD1 inv,HTR5A inv ag,DSG3 Ab inh,V-ATPase pH
O=C(COc1ccc(S(=O)(=O)N2CCOCC2)cc1)Nc1ccccc1Cl,0.3,8.6,-2.3,-6.5,1.8,24.5,-1.9,-4.1,nt,-3.5
Cc1sc(NC(=O)c2ccco2)c(C(c2cccnc2)N2CCN(c3ccc(F)cc3)CC2)c1C (configuration not stated),-1.4,6.7,-2.3,2.3,-5.5,4.2,8.1,-18.9,94.9,0.1
O=c1c2[nH]c3ccc(F)cc3c2ncn1CCN1CCOCC1,-0.6,-4.8,-2.2,1.2,2.1,8.8,3.4,-8.8,103.1,-2.7
CCOc1ccccc1NC(=O)C1CCN(c2ccc(S(=O)(=O)N3CCCC3)cc2)CC1,-1.2,-2.2,-3.1,1.4,-15.8,12.6,6.1,10.1,94.2,nt
NC(=O)CCN(Cc1ccccc1)S(=O)(=O)c1ccccc1,-0.8,-6.2,1.4,-2.1,-2.4,0.9,3.9,-3.4,102.1,3.7
CN1CCC(N(C)C(=S)Nc2ccc(F)cc2)CC1,-0.1,-2.0,-2.1,2.5,-6.4,23.6,0.6,7.6,106.3,-3.2
CCn1c(=O)c2ccccc2n(CC(=O)NC2CCCCC2)c1=O,-2.8,-20.5,-1.9,-2.3,-2.5,10.7,17.7,5.4,nt,-7.0
O=S(=O)(c1cnccc1N1CCN(CCO)CC1)N1CCCC1,nt,-15.6,nt,-0.7,-6.2,nt,nt,nt,104.9,4.5
COc1ccccc1S(=O)(=O)Cc1ccc(C(=O)NCc2ccc(C)cc2)o1,-0.9,3.8,-5.3,0.7,3.2,22.2,4.5,-3.6,105.6,-4.3
COc1ccccc1C(=O)NCCn1cc(SCC(=O)Nc2cc(C)on2)c2ccccc21,-2.5,-9.7,-1.0,-1.5,-4.8,18.4,13.4,-9.1,99.8,1.8
Cc1ccc(CN2C(=O)CCC2C(=O)NCc2ccc3c(c2)OCO3)cc1 (configuration not stated),-3.8,-10.8,0.2,0.6,-3.2,-3.0,20.4,-0.5,93.5,-0.9
O=C(N[C@@H](Cc1ccccc1)C(=O)OCc1ccccc1)c1nc[nH]c1C(=O)N1CCNCC1,1.4,-0.1,2.5,0.6,-7.4,0.1,-7.6,-1.9,106.8,0.9
CCN(C(=O)/C=C/c1ccc(OC)cc1)C1CCS(=O)(=O)C1 (configuration not stated),-2.7,-4.5,2.0,0.5,8.4,-0.4,14.8,1.2,92.9,-0.8
CC(C)CNc1ncnc2c1sc1nc(N3CCOCC3)c3c(c12)CC(C)(C)OC3,-1.6,5.3,-1.4,-1.7,-18.1,-4.6,8.8,3.6,112.6,3.4
Cc1ccc(C)c(SCc2nc3sc(C(=O)O)c(C)c3c(=O)[nH]2)c1,-2.8,0.2,0.5,1.8,-4.6,-3.2,15.0,-1.3,102.3,0.8
CC(Sc1nncs1)C(=O)Nc1ccc(Cl)cn1 (configuration not stated),-1.3,5.7,0.3,0.3,-1.8,0.7,6.7,-1.0,107.5,-0.9
CCC(=O)c1ccc(OCC(O)CN2CCCCC2)cc1 (configuration not stated),1.9,2.0,-0.3,1.4,-4.4,10.7,-10.5,7.5,94.9,1.0
CCC(C)c1ccccc1NS(=O)(=O)c1cnn(CC)c1 (configuration not stated),-2.5,-0.8,0.4,-0.9,-9.1,28.8,13.8,-8.4,102.7,-1.5
Cc1sc2c(=O)n3c(nc2c1C(=O)NC1CCCCC1)CCCCC3,0.9,-3.5,-0.2,-5.5,-8.2,22.4,-3.8,0.5,nt,-1.5
COc1ccc(-c2nc(CS(=O)CC(=O)NCC3CCCO3)c(C)o2)cc1 (configuration not stated),0.6,3.9,0.8,1.4,1.1,4.4,-3.4,5.7,120.6,0.9
Cc1cc(C)n(-c2nnc(C)c(=O)[nH]2)n1,-0.7,5.8,-2.8,3.1,11.1,6.2,3.2,5.8,103.0,-0.2
CCc1cc(=O)oc2c(C)c(OC(C)C(=O)NC3CC(C)(C)NC(C)(C)C3)ccc12 (configuration not stated),-2.0,0.6,-1.7,-1.7,5.2,-32.8,10.2,6.3,107.7,-2.4
COC(=O)/C(=C\C(=O)c1ccccc1)Nc1cccc(C(F)(F)F)c1,-0.8,-0.9,-0.6,0.8,-2.1,3.3,4.7,4.2,nt,1.6
O=C(CCCOc1ccccc1)Nc1nncs1,0.4,2.0,1.8,0.8,5.7,-3.7,-2.4,-4.8,nt,2.3
Cc1ccc(NC(=O)CN(C)Cc2nc3ccccc3c(=O)[nH]2)c(Br)c1,-3.0,4.8,-3.9,0.3,-7.2,33.4,15.0,10.2,99.3,1.0
CC(C)(C)c1ccc(S(=O)(=O)NCCN2CCOCC2)cc1,nt,-13.5,nt,-0.3,-7.4,nt,nt,nt,99.7,1.4
O/N=C/c1ccc2cccc(O)c2n1,-0.9,8.9,-2.0,1.6,-0.6,36.6,4.5,13.6,91.4,3.6
CCCCCOc1ccc(C(=O)CCC(=O)NNC(=O)c2ccncc2)cc1,-1.9,-1.7,9.4,2.2,1.5,32.7,12.3,-25.8,105.7,-2.8
CCc1nnc(NC(=O)CSc2nc(C)cc(C)c2C#N)s1,1.9,-1.5,0.8,1.9,-1.7,-11.9,-9.7,0.7,107.4,1.2
Cc1cccc(N2CCN(S(=O)(=O)c3ccc(-c4cc(C)no4)s3)CC2C)c1 (configuration not stated),-0.8,6.0,-0.5,1.3,-1.8,27.0,4.0,1.3,96.5,0.8
Cc1cc(C)c(NC(=O)Cc2ccc(-n3cccc3)cc2)c(C)c1,1.5,-1.4,0.0,1.1,-0.3,16.3,-7.9,0.0,100.8,-1.5
Clc1ccc(-n2ncc3c(N4CCCC4)ncnc32)cc1,1.9,3.3,-2.7,-0.9,-10.2,3.4,-13.1,8.1,100.5,-1.8
COc1cc(-c2cc3nc(C)c(C)c(=O)n3[nH]2)cc(OC)c1OC,-0.8,1.9,-2.4,-1.2,-5.1,14.6,4.6,6.1,98.7,-4.2
COc1ccccc1NC(=O)CSc1nncn1-c1cccnc1,-0.8,4.1,-4.2,-1.8,0.8,4.8,4.8,-0.8,104.2,4.4
CCc1noc(C)c1C(=O)NNC(=O)c1ccccc1,1.1,-7.2,-4.6,0.8,-7.2,2.9,-5.7,16.7,104.6,0.8
